From PubChem BioAssay
TTR transcr act: TTR transcription activators in neuroblastoma reporter cells, primary screen, cell-based, luminescence, SH-SY5Y, TTR promoter Gaussia luciferase; 92,000 tested, 1.3% active; AID 1117267, 2014; 100% = recombinant luciferase protein wells; activation, % at 16.7 µM;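 active = activation above the mean of all tested compounds plus 3 SD, cut at about 9.5% in these data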;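 note: cells exposed to compounds for one day before reading; 0% = median of all test compound wells on the plate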
Active calls of the source: *.

SMILES	TTR transcr act
Cc1cccc(C)c1OCC(=O)Nc1ccc(S(=O)(=O)Nc2ccccn2)cc1	17*
CC(C)c1nnc(NC(=O)C2CCN(c3cnccn3)CC2)s1	-0.4
CSc1ccccc1C(=O)Nc1nccs1	-0.8
CC(=O)Nc1ccc(S(=O)(=O)NCC2CCCO2)cc1 (stereo not drawn)	-0.4
CCOC(=O)c1c(-c2ccccc2)c2cc(OC)ccc2n1CCCN(C)C	-1.6
Nc1ccc(-c2nc3cc(N)ccc3o2)cc1	0.6
O=C(c1ccc(NS(=O)(=O)c2cccs2)cc1)N1CCCCC1	1.8
N#Cc1ccc(CCc2ccccc2)[nH]c1=O	1.8
C/C(=N\NC(=O)c1cc(Br)ccc1O)c1cccs1	-2.9
Cc1ccc(-n2c(SCc3ccc([N+](=O)[O-])cc3)nc3ccccc3c2=O)cc1	0.7
C[C@H](O)[C@@H](C(=O)N1CCN(C(=O)OC(C)(C)C)CC1)n1cc(CCCCNC(=O)OC(C)(C)C)nn1	-1.7
O=C(CN1C(=O)NC2(CCCC2)C1=O)N1CCCSC1=Nc1ccccc1	-1.7
Cc1cc(C)c(CN2CCN(CCCn3cnc(C(=O)Nc4ccc(C)c(C)c4)n3)CC2)c(C)c1	-3.4
CCOc1ccc(-c2ccc(SCC(=O)Nc3nnc(C)s3)nn2)cc1	-0.7
C/C(=N\Nc1ncc(Br)cn1)c1cccc([N+](=O)[O-])c1	14*
COc1ccccc1NC(=O)c1ccc([N+](=O)[O-])cc1[N+](=O)[O-]	0.0
Cc1ccc(C)c(N(CC(=O)N2CCc3ccccc3C2)S(C)(=O)=O)c1	-0.2
Cc1ccccc1-n1nnnc1SCc1csc(-c2ccccc2)n1	-0.6
NC(=O)C1C(=O)c2ccccc2C1(C[N+](=O)[O-])c1ccccc1 (stereo not drawn)	-0.6
CCc1cccc(CC)c1NC(=O)C(CC)Sc1nc2ccncc2[nH]1 (stereo not drawn)	-0.9
Cc1cnc(C(=O)Nc2ccccc2-n2cccc2)cn1	2.6
CCCCNC(=O)COC(=O)CCC(=O)c1cccs1	-1.7
Cn1ccc2c(N3CCCCCC3)cc3c(c21)C1CCC3O1 (stereo not drawn)	1.2
O=[N+]([O-])c1ccccc1Nc1ccccc1	0.3
COc1ccc(C(=O)NN/C=C/C(=O)c2ccc(Br)cc2)cc1	-1.6
O=C(Nc1ccc(Cl)cc1)Nc1ccccc1NS(=O)(=O)c1cccs1	1.6
COc1ccc(S(=O)(=O)N(C)c2ccc(C(=O)NCc3ccco3)cc2)cc1OC	-0.4
CCN1CCC(N2CCN(c3ccc(F)cc3)CC2)CC1	-1.5
CC(=O)Nc1ccc(NC(=O)COC(=O)c2cc(S(=O)(=O)N3CCCC3)ccc2O)cc1	-1.3
Cc1csc(NC(=O)c2nc(-c3ccccc3)n(-c3ccccc3)n2)n1	-0.9
Cc1csc(NC(=O)/C=C/c2ccco2)n1	0.0
CCCn1[nH]cc(SC)c(=O)c1=O	2.1
Cc1c(C#N)c(NC(=O)C(C)C)n(Cc2ccccc2)c1C	-2.0
COC(=O)c1c(NC(=O)CSc2nnc(-c3cccnc3)n2Cc2ccco2)sc(C)c1C	0.8
CCOc1ccc(NC(=O)C(C)NS(=O)(=O)c2ccc(NC(C)=O)cc2)cc1 (stereo not drawn)	2.5
CCOC(=O)c1ccccc1NS(=O)(=O)c1ccc(S(=O)(=O)N2CCCC2)cc1	1.8
COc1ccccc1CCNC(=O)c1cc(-c2ccncc2)nc2ccc(Br)cc12	6.3
O=C1CCCC(O)=C1N=Nc1ccc(C(=O)O)cc1	0.4
CCCCS(=O)(=O)N1CCC(C(=O)Oc2ccc(Cl)cc2)CC1	1.6
CCCCCc1nc2sc3c(c2c(=O)n1NC(=O)c1ccc([N+](=O)[O-])cc1)CC(C)(C)OC3	-4.1

Random excerpt: three entries already listed
SMILES	TTR transcr act
O=[N+]([O-])c1ccccc1Nc1ccccc1	0.3
Cc1cc(C)c(CN2CCN(CCCn3cnc(C(=O)Nc4ccc(C)c(C)c4)n3)CC2)c(C)c1	-3.4
Nc1ccc(-c2nc3cc(N)ccc3o2)cc1	0.6

Further compounds follow.
SMILES	TTR transcr act
CCCn1cc(S(=O)(=O)CC(=O)Nc2ccc(OCC)cc2)c2ccccc21	-1.2
COc1ccc(NC(=S)N2CCc3cc(OC)c(OC)cc3C2)cc1	-1.7
N#CCOc1ccccc1CNC[C@H]1O[C@@H](n2cnc(C(N)=O)n2)[C@H](O)[C@@H]1O	-1.9
O=C(CO/N=C/c1cccc([N+](=O)[O-])c1)Nc1ccc2ccccc2c1	1.4
CCSc1ccccc1C(=O)Nc1ccc(S(=O)(=O)NC(C)=O)cc1	-1.6
CCN1C[C@@H]2[C@@H]3C(=O)N(C)C(=O)[C@@H]3[C@](C)(C(=O)OC)N2C1=NC	0.1
Cn1nc(C(F)(F)F)c(C#N)c1N1CCN(c2cccc(C(F)(F)F)c2)CC1	-3.2
CCOC(=O)CCCC(=O)N1CCOCCOCCN(C(=O)CCCC(=O)OCC)CCOCCOCC1	-1.4
CC(C)(C)NC(=O)c1cccc2c1C(=O)c1ccccc1-2	-1.7
O=[N+]([O-])c1cccc(S(=O)(=O)Nc2nc3ccccc3nc2Nc2cccc(S(=O)(=O)N3CCCCC3)c2)c1	-1.4
CC(=O)Nc1ncc(Sc2ccc([N+](=O)[O-])cc2)s1	1.5
Cc1ccc2c(c1)-n1c(nc3cc(C)ccc3c1=O)C(Cc1ccccc1)NC2=O (stereo not drawn)	-2.0
Cc1ccc(C(=O)NCCc2ccncc2)cc1	-0.4
CCCCN1CNC(=S)N(Cc2ccccc2)C1	1.3
O=c1[nH]c2ccc(NS(=O)(=O)c3ccc(Cl)cc3)cc2[nH]1	-0.1
O=C(Nc1ccccc1)N1CCc2scc[n+]2-c2ccccc21	-0.6
O=S(=O)(c1cccc(NC(=S)N2CCN(c3ccc(F)cc3)CC2)c1)C(F)F	-1.5
Cc1ccccc1C(=O)c1ccccc1C(=O)c1ccccc1	5.9
CC(=O)NCCc1nc2cc(NC(=O)COc3cccc(C)c3)ccc2n1C	0.0
COc1ccccc1-c1cnc2c(c1)C(=O)N([C@@H](C)CO)C[C@@H](C)[C@@H](CN(C)C(C)=O)O2	3.1
COc1ccc2cc(C(C)=O)c(=O)oc2c1	0.3
CC(=O)c1ccc(N2CCN(C(=O)c3nn(Cc4ccccc4)c(=O)c4ccccc34)CC2)cc1	-1.2
O=C(NCCOc1ccccc1Cl)C(=O)NCCOc1ccccc1Cl	-2.3
Cc1cccc(C(=O)C2CCOC(C)(C)C2)c1 (stereo not drawn)	2.9
CC1CCN(C(=O)c2[nH]cnc2C(=O)N[C@@H](C)c2ccccc2)CC1	-2.4
COc1ccc2oc(=O)c(C(=O)N3CCCC3)cc2c1	-0.9
O=C(/C=C/c1ccc([N+](=O)[O-])cc1)Nc1cccc(S(=O)(=O)NC2=NCCCCC2)c1	-2.8
C[C@H](NC(=O)c1nc[nH]c1C(=O)NCC(=O)OCc1ccccc1)C(=O)OC(C)(C)C	-3.8
COc1ccc(CC(=O)OCC(=O)N2CCN(S(=O)(=O)c3ccc(C)cc3C)CC2)cc1	-0.9
CC1(C)CC(=O)C(N=Nc2cccc(S(=O)(=O)N3CCOCC3)c2)=C(O)C1	0.8
Cc1nn(-c2ccccc2)c(Cl)c1/C=C1\C(=O)N(C)C(=S)N1C	-2.2
CCOc1cc(Br)cc(/C=C2\SC(=Nc3ccccc3)NC2=O)c1O	-1.6
COCCCNc1nc(N)c([N+](=O)[O-])c(Nc2ccccc2OC)n1	8.4
C[C@H](CO)N1C[C@H](C)[C@@H](CN(C)S(C)(=O)=O)Oc2c(NC(=O)Nc3ccc4c(c3)OCO4)cccc2C1=O	-0.5
COCCN(C(=O)COC(=O)c1ccc(-c2ccccc2)cc1)c1c(N)n(Cc2ccccc2)c(=O)[nH]c1=O	1.7
O=C(c1ccc(C(F)(F)F)cc1)C1CCCN(C(=O)CCc2cnccn2)C1 (stereo not drawn)	-2.1
CCN1C(=O)[C@@H]2[C@@H]3CN(S(=O)(=O)c4ccc(C)cc4)[C@@H](c4cccc5ccccc45)[C@@H]3C(=O)C[C@@H]2C1=O	2.2
COc1ccc(C(=O)NCCc2ccccn2)cc1S(=O)(=O)Nc1ccc(Br)cc1	2.3
CNS(=O)(=O)c1cccc(C(=O)OCC(=O)Nc2sc3c(c2C#N)CCCCC3)c1	-0.1
CC#CC[N+](C)(C)CCCCCCCCCCCC	-3.4
O=C(Nc1ccc(C(O)(C(F)(F)F)C(F)(F)F)cc1)c1c(F)cccc1F	-2.7
O=S1(=O)N[C@H](c2ccccc2)COc2cc(Br)ccc21	3.3
CCc1nnc(NC(=O)CN2CCN(Cc3cccc(Cl)c3)CC2)s1	-0.7
O=S(=O)(Nc1ccc(-c2nc3ccccc3o2)cc1)c1ccccc1	-1.5
COC(=O)[C@@]1(Cc2ccc(F)cc2)[C@H]2c3cc(C(=O)N4CCCC4)n(CCN4CCNC4=O)c3C[C@H]2CN1C(=O)c1ccccc1	3.6
O=C(NNC1CC(=O)N(c2ccc(Cl)cc2)C1=O)c1ccccn1 (stereo not drawn)	-0.8
O=C(Nc1ccccc1C(=O)N/N=C/c1ccc(O)cc1)c1ccccc1	0.8
Cc1nn(-c2ccccc2)c2nc(C(F)(F)F)[nH]c(=O)c12	2.3
Cn1c(=O)cc(OCCCC(=O)Nc2cc(C(F)(F)F)ccn2)c2ccccc21	1.9
CC(C)(O)C#Cc1ccc(CN2CCN(Cc3ccsc3)C(CCO)C2)cc1 (stereo not drawn)	0.2
Further records
SMILES	TTR transcr act
CCCCn1cnc2c(SCc3ccccc3Cl)nc(N)nc21	-1.6
CC(C)OCC(O)CSc1ccccn1 (stereo not drawn)	1.1
COc1ccc(N2CCN(C(=O)CCc3nnc4ccc(N5CCCC5)nn34)CC2)cc1	2.5
COc1ccc(Nc2ccc(C(N)=O)cc2[N+](=O)[O-])cc1	0.8
C#CCOCCOCCOCCNc1nc(N2CCN(C(=O)[C@H](CCCCN)n3cc([C@@H](N)CO)nn3)CC2)nc(N2CCN(C(=O)[C@H](Cc3ccc(O)cc3)n3cc([C@@H](N)CC(C)C)nn3)CC2)n1	6.8
COc1cccc(-c2cnc(C(O)c3cc(Cl)cc(Cl)c3)[nH]2)c1 (stereo not drawn)	2.1
Cc1ccc(N2CC(C(=O)OCC(=O)Nc3c(C)cccc3C)CC2=O)cc1 (stereo not drawn)	1.2
CCCNc1c(N)c(=O)c1=O	-0.5
C[C@@H]1CN([C@@H](C)CO)S(=O)(=O)c2ccc(Br)cc2O[C@@H]1CN(C)S(=O)(=O)c1ccc(F)cc1	-1.4
COC(=O)c1ccc(Oc2cc(C)nc(SC)n2)cc1	2.1

5 entries from above, as comma-separated lines.
smiles,TTR transcr act
COc1ccc(N2CCN(C(=O)CCc3nnc4ccc(N5CCCC5)nn34)CC2)cc1,2.5
COc1ccc(Nc2ccc(C(N)=O)cc2[N+](=O)[O-])cc1,0.8
C#CCOCCOCCOCCNc1nc(N2CCN(C(=O)[C@H](CCCCN)n3cc([C@@H](N)CO)nn3)CC2)nc(N2CCN(C(=O)[C@H](Cc3ccc(O)cc3)n3cc([C@@H](N)CC(C)C)nn3)CC2)n1,6.8
COc1cccc(-c2cnc(C(O)c3cc(Cl)cc(Cl)c3)[nH]2)c1 (stereo not drawn),2.1
Cc1ccc(N2CC(C(=O)OCC(=O)Nc3c(C)cccc3C)CC2=O)cc1 (stereo not drawn),1.2

(list continues)
SMILES	TTR transcr act
CC(C)(C)NC(=O)C(c1ccncc1)N(C(=O)Cn1nnc(-c2ccc(F)cc2)n1)c1ccc(F)cc1 (stereo not drawn)	-1.0
CC1(C)CC(=O)C=C(c2ccc(Oc3ccccc3)cc2)C1	-2.9
O=C(O)c1cccc(CN2C(=O)S/C(=C/c3ccccc3[N+](=O)[O-])C2=O)c1	1.7
Cc1c(NC(=O)CN2CCN(c3ccc(F)cc3)CC2)c(=O)n(-c2ccccc2)n1C	1.9
COc1ccccc1CN1CC(C(=O)NCc2cc(C(C)C)no2)CCC1=O (stereo not drawn)	5.2
C/C(N)=C(/C#N)C(=O)COC(=O)C1=NN(c2ccccc2)C(=O)CC1	-0.7
NS(=O)(=O)c1ccc(CCNC(=O)c2ccc(CS(=O)(=O)c3ccc(Br)cc3)o2)cc1	3.9
O=C1CC(c2ccc3c(c2)OCCO3)Oc2ccc([N+](=O)[O-])cc21 (stereo not drawn)	-1.4
O=C(NCCc1cn[nH]c1)C1CCC(=O)N(CCc2cccc(F)c2)C1 (stereo not drawn)	-0.4
CC(C)CC(=O)N1CCN(Cc2ccc(C(F)(F)F)cc2)CC1	1.1

As entered above.
`NS(=O)(=O)c1ccc(CCNC(=O)c2ccc(CS(=O)(=O)c3ccc(Br)cc3)o2)cc1` @ TTR transcr act = 3.9
`Cc1c(NC(=O)CN2CCN(c3ccc(F)cc3)CC2)c(=O)n(-c2ccccc2)n1C` @ TTR transcr act = 1.9

(further entries)
SMILES	TTR transcr act
CC1=C(C(=O)N(C(C)C)C(C)C)CC(CC(=O)NC(c2ccccc2)c2ccccc2)C(=O)N1CCCN1CCCC1=O (stereo not drawn)	2.8
CC(c1ccccc1)c1nnc(NC(=O)c2ccc3c(c2)OCO3)s1 (stereo not drawn)	0.5
C/C(NC(=O)c1ccccc1F)=C1\C(=O)C[C@@H]2[C@H]1C2(C)C	-1.6
O=C(Nc1ccccc1)ON=C1c2ccccc2-c2ccccc21	3.2
O=C1C=C(NNC(=O)c2ccccc2Br)CCC1	5.7
CC(C)(C)C1CCC(=NNC(=O)CC(=O)NCc2ccccc2)CC1 (stereo not drawn)	-1.7
O=C(CN(Cc1ccco1)Cc1cccs1)N1CCN(S(=O)(=O)c2cccc(F)c2)CC1	-1.3
Cn1c(=O)c2[nH]c(C3CC3)nc2n(C)c1=O	1.9
Cc1cccc(NC(=O)CSc2nnc(NC(=O)c3ccco3)s2)c1	11*
Cc1ccc(/C=C/C(=O)O)cc1S(=O)(=O)NCCCC(=O)O	2.2
COc1cc(/C=N/NC(=O)CN(Cc2ccco2)S(=O)(=O)c2ccccc2)ccc1O	-1.8

Ordered by count of non-hydrogen atoms (descending): some entries from above
SMILES	TTR transcr act
CC(C)(C)C1CCC(=NNC(=O)CC(=O)NCc2ccccc2)CC1 (stereo not drawn)	-1.7
O=C(Nc1ccccc1)ON=C1c2ccccc2-c2ccccc21	3.2
C/C(NC(=O)c1ccccc1F)=C1\C(=O)C[C@@H]2[C@H]1C2(C)C	-1.6

Not all compounds are listed (hit frequency here may not be typical).
